Nrf2 ARE act – activates Nrf2 signaling | 410,000 compounds, 0.31% hits | Potency, µM (titrated, usually from 46.1 µM), for inactives: top-dose activation, actives largely listed as activators | AREc32 ARE-luciferase reporter (MCF7-derived line), luminescence, 24 h | AID 624171; further: % of control where 0% means no effect; nearly all actives have a fitted effect of over 65% in size
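Steps: seed AREc32_Fluc cells (1000/well, 5% FBS OPTI-MEM); incubate overnight at 37 deg C; add 23 nL compound; incubate 24 hr; add Steady-Glo; hold 30 min RT; read luminescence.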
EPAC2 antagonist – EPAC2 (human) antagonism. Q8WZA2. 360,000 compounds, 0.18% hits. Potency, µM (doses to about 114 µM), for inactives: at the top dose activity, negative = inhibition, hits mostly inhibitors. AID 720708. EPAC2 GEF exchange of Rap1B-BODIPY-GDP, fluorescence; further: on the % scale 0 is the no-effect control and ±100 the full control effect; nearly all actives have a fitted effect of over 45% in size; many of its hits are not listed in these tables
Target sequence (Q8WZA2 whole entry, looked up): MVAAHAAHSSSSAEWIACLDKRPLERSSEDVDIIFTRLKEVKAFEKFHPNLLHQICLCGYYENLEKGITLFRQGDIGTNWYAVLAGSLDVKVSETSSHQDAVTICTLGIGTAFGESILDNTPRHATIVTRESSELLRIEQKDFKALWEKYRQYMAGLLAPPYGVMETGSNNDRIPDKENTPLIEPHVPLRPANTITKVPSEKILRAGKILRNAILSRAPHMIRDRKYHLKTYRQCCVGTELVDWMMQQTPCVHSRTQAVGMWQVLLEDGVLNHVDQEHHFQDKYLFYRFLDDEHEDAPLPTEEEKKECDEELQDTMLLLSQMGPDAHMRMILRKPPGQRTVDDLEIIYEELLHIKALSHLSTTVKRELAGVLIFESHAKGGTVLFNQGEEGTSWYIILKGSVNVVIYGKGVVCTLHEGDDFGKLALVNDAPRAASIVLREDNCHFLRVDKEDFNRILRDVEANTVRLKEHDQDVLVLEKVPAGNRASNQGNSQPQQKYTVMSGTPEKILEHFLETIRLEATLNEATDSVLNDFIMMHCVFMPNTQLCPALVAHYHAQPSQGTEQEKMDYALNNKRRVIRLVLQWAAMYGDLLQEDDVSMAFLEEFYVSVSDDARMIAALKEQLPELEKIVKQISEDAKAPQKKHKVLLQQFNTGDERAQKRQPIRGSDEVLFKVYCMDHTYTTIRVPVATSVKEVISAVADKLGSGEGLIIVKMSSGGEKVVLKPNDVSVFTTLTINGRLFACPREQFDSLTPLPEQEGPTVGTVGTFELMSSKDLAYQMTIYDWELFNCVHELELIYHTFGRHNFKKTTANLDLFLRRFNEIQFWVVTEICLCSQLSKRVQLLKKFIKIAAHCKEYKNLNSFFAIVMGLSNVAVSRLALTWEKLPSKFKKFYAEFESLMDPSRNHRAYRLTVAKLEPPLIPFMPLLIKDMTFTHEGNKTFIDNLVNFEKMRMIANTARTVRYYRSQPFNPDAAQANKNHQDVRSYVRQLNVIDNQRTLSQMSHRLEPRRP
HepG2 viability – kills HepG2 cells in TGF-b inhibitor counter-screen; HepG2 CAGA-GFP viability, ATP luminescence, 18 h; Potency, µM (titrated, usually from 46.1 µM), without a hit: top-dose activity change, negative = cytotoxicity, hits mostly cytotoxic; 410,000 compounds, 0.76% hits; AID 588856; further: some results filed as inactive show a strong effect at the top dose
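HepG2 CAGA-GFP cells (1000/well, DMEM with 1% FBS) received compound, then TGF-beta at 500 pg/mL final, and were incubated 18 hours at 37 degrees C. Viability was read by CellTiter-Glo luminescence. Media-only wells were set as complete cell-killing and DMSO as no toxicity.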
Nrf2 inh – blocks Nrf2 signaling. AID 504444. 360,000 compounds, 2.1% hits. A549 ARE-Fluc reporter, luciferase luminescence, 18-24 h. Potency, µM (highest dose often 46 µM), for the others: at the top dose activity change, negative = inhibition, hits mostly inhibitors; further: on the % scale 0 is the no-effect control and ±100 the full control effect; nearly all actives have a fitted effect of over 60% in size
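Two sequential reads on A549 ARE_Fluc cells exposed to compound for 18-24 h: a CellTiter-Fluor fluorescence read for viability, then a luciferase luminescence read for Nrf2/ARE activity.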
ATXN2 expr inh – ATXN2 expression inhibition. HEK-293 ATXN2-luciferase reporter, luminescence, 24 h. Potency, µM (top dose mostly 57 µM), without a hit: at the highest dose activity change, negative = inhibition, most hits filed as inhibitors. 360,000 compounds, 0.72% hits; further: on the % scale 0 is the no-effect control and ±100 the full control effect; nearly all actives have a fitted effect of over 55% in size
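qHTS (up to 57 uM final) was run with 24 h compound exposure of reporter cells at 37 °C. Each well was multiplexed: SteadyGlo luminescence measured ATXN2-luciferase expression after a fluorogenic Gly-Phe-AFC viability readout (25 uM final).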
TGFb inhibitor – inhibitors of TGF-b signaling; HepG2 CAGA-GFP TGF-b/SMAD3 reporter, GFP fluorescence, 18 h; TGF-beta stimulated, 500 pg/mL final; Potency, µM (titrated, usually from 46.1 µM), for the others: at the top dose activity, negative = inhibition, usual class: inhibitors; 410,000 compounds, 1.2% hits; AID 588855; further: on the % scale 0 is the no-effect control and ±100 the full control effect; nearly all actives have a fitted effect of over 65% in size
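TGF-beta reporter screen: HEPG2 CAGA-GFP, 1% FBS, 500 pg/mL TGF-beta final, 18 h; per-cell GFP summed per well; curves fitted and categorized by class.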
A549 tox – kills or reduces viability of A549 cells in Nrf2 counter-screen; AID 504648; Potency, µM (titrated, usually from 46 µM), inactives show at the top dose activity change, negative = cytotoxicity, hits mostly inhibitors; 390,000 compounds, 0.16% hits; A549 ARE-Fluc cells, CellTiter-Fluor viability, 18-24 h; further: on the % scale 0 is the no-effect control and ±100 the full control effect
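A549 ARE_Fluc cells in 5% FBS OPTI-MEM were exposed to compounds in concentration-response for 18-24 h at 37 deg C. Viability was read by CellTiter-Fluor fluorescence (Ex 405/Em 525) after 30 min, before the luciferase read.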
ATXN viability – cell viability loss in ATXN counter-screen; S2 cells (HEK-293 line with an ATXN2-luciferase reporter) viability, CellTiter-Fluor protease fluorescence, 24 h; Potency, µM (series often up to 56.7 µM), most hits filed as cytotoxic; 400,000 compounds, 0.49% hits; further: nearly all actives have a fitted effect of over 40% in size
MCF10A rereplic – inducers of DNA re-replication in MCF 10A breast cells; MCF 10A DNA re-replication, Hoechst nuclear intensity, 48 h; Potency, µM (series often up to 46.1 µM), inactives show at the top dose activity, positive = re-replication, actives largely listed as activators; 350,000 compounds, 2.9% hits; AID 624296; further: % of control where 0% means no effect; nearly all actives have a fitted effect of over 50% in size
The depositor's hits bear a star; i = inactive; ? = inconclusive; · = not tested or not shown; & = joins results of further samples; [ ] = dose if it differs, or a comment. The call rests on the fitted dose curve; in most records, active means well fitted curve in the direction sought with a large enough effect; inconclusive means small, poorly fitted or top-dose-only effect, or another doubt; inactive means no such curve, though single readings can be large; an effect the other way counts as inactive or inconclusive. Potency means the concentration at half of the fitted maximal effect. The list is partial; rates above refer to the full screens.

The first 2 entries, to show the layout:
SMILES	Nrf2 ARE act	EPAC2 antagonist	HepG2 viability	Nrf2 inh	ATXN2 expr inh	TGFb inhibitor	A549 tox	ATXN viability	MCF10A rereplic
COC(=O)c1ccc(C(=O)OC)c(NC(=O)CN2CCN(c3ccccc3OC)CC2)c1	-0.8%	0%	-1%	-18%	?	0%	-10%	?	3%
Brc1ccc(OCCOCCOc2cccc3cccnc23)cc1	2.2%	-1%	-13%	-23%	-25%	?	7%	i	-1%

The list itself, repeating the preview:
SMILES	Nrf2 ARE act	EPAC2 antagonist	HepG2 viability	Nrf2 inh	ATXN2 expr inh	TGFb inhibitor	A549 tox	ATXN viability	MCF10A rereplic
COC(=O)c1ccc(C(=O)OC)c(NC(=O)CN2CCN(c3ccccc3OC)CC2)c1	-0.8%	0%	-1%	-18%	?	0%	-10%	?	3%
Brc1ccc(OCCOCCOc2cccc3cccnc23)cc1	2.2%	-1%	-13%	-23%	-25%	?	7%	i	-1%
Cc1ccc(Nc2c(C(C)C)c(C)c(C#N)c3nc4ccccc4n23)cc1	0.3%	·	-27%	?	?	?	-18%	i	·
Nc1cccc(CCc2nc3cc4ccccc4cc3[nH]2)c1	0.4%	-1%	-20%	?	50%[activator]	?	-16%	i	7.3µM*
O=C(Cc1c(Cl)cccc1Cl)Nc1ccncc1Cl	-0.4%	-3%	0%	?	-14%	5%	1%	i	-12%
Cc1nn(CCCC(=O)NCc2ccccc2Cl)c(=O)c2nccn12	-0.6%	-1%	-12%	6%	-2%	13%	0%	i	1%
COCCNC(=O)c1ccc(NS(=O)(=O)c2ccc3[nH]c(=O)[nH]c3c2)cc1	0.4%	4%	-3%	?	7%	0%	-3%	?	0%
COC(=O)[C@]1(Cc2ccccc2)N[C@H](CN(C)S(=O)(=O)c2ccc(OC)cc2)[C@@H]2C(=O)N(C)C(=O)[C@@H]21	0.6%	3%	-14%	-21%	-5%	17%	-6%	i	-1%
CC(C)(C)c1ccc(CC(=O)N2CCC2(C)C(=O)NCCC#N)cc1 (centres undefined)	0.8%	8%	2%	·	10%	0%	·	i	·
CC(=O)n1cc(N(C(=O)CCl)c2ccc(Cl)cc2)c2ccccc21	-4.1%	?	7.9µM*	?	·	?	?	3.5µM*	?
CCNC(=O)NC(=O)CSc1cccc(C(F)(F)F)c1	0.3%	3%	-2%	?	-9%	5%	0%[1.84 µM]	i	?
c1ccc(COc2ncnc3c2ncn3CCCN2CCN(c3ncccn3)CC2)cc1	-0.2%	-6%	-14%	·	-12%	?	·	?	·
CC(=O)Cc1nsc(Nc2ccc(F)cc2)n1	4.5%	7%	-41%	?	13%	7%	6%	i	-1%
CCc1nnc(SCC(=O)Nc2nccs2)n1CC	-0.3%	-1%	1%	-9%	-20%	0%	5%	i	10%
CCN1CCN(c2ccc(NC(=O)COc3ccc([N+](=O)[O-])cc3)cc2)CC1	0.1%	-1%	-8%	1%	10%	7%	-1%	i	6%
CC(C)(C)c1nnc(NC(=O)C2CCN(c3ncccn3)CC2)s1	-1.7%	-1%	-9%	·	13%	-2%	-1%	i	-8%
CC(=O)Nc1cc2c(nc1C)nc(C)n2Cc1ccc(Br)cc1	-0.8%	27%	9%	8%	-2%	6%	-4%	i	-5%
COc1ccc2cc(Br)ccc2c1CC(=O)N1CCCC1	-0.3%	-1%	-3%	-25%	-23%	-14%	-6%	i	2%
CC(C)Cn1c(SCC(=O)NC(=O)Nc2ccc3c(c2)OCCO3)nc2ccccc2c1=O	-0.4%	2%	-1%	?	3%	-1%	-1%	i	12%
C=CCn1c(SCC(=O)NC23CC4CC(CC(C4)C2)C3)nc2cc(C(=O)O)ccc2c1=O	-0.1%	0%	1%	5%	1%	-11%	5%	?	7%
CCc1sc(NC(=O)COC)nc1-c1ccccc1	12%	-9%	-27%	-8%	1%	-4%	2%	i	3%
COc1ccc(C=C2NC(=O)NC2=O)cc1O	2.6%	4%	-46%	·	·	-11%	·	i	·
O=C(Nc1nccs1)c1ccccc1[N+](=O)[O-]	-0.3%	-8%	-7%	-24%	-10%	-6%	2%	i	-4%
CCc1ccc(N=Nc2ccc(O)c3[nH]cnc23)cc1	26%	?	-41%	29%	2%	5%	-20%	?	·
COCCn1nnnc1C(c1ccccn1)N1CCN(c2cc(C)ccc2C)CC1 (centres undefined)	0.3%	3%	-41%	-20%	-19%	-28%	0%	i	-6%

3 compounds already listed, ordered by number of heavy atoms, lowest first:
SMILES	Nrf2 ARE act	EPAC2 antagonist	HepG2 viability	Nrf2 inh	ATXN2 expr inh	TGFb inhibitor	A549 tox	ATXN viability	MCF10A rereplic
COc1ccc(C=C2NC(=O)NC2=O)cc1O	2.6%	4%	-46%	·	·	-11%	·	i	·
Nc1cccc(CCc2nc3cc4ccccc4cc3[nH]2)c1	0.4%	-1%	-20%	?	50%[activator]	?	-16%	i	7.3µM*
COC(=O)[C@]1(Cc2ccccc2)N[C@H](CN(C)S(=O)(=O)c2ccc(OC)cc2)[C@@H]2C(=O)N(C)C(=O)[C@@H]21	0.6%	3%	-14%	-21%	-5%	17%	-6%	i	-1%

New compounds follow
SMILES	Nrf2 ARE act	EPAC2 antagonist	HepG2 viability	Nrf2 inh	ATXN2 expr inh	TGFb inhibitor	A549 tox	ATXN viability	MCF10A rereplic
CCOc1ccc(OCC)c(NC(=O)C2CCCN(S(=O)(=O)c3cnc[nH]3)C2)c1 (centres undefined)	-1.2%	-5%	0%	4%	-3%	0%	-5%	i	0%
COC(=O)Cn1cc(/C=N/NC(=O)COc2cccc3cccnc23)c2ccccc21	2.1%[9.22 µM]	0%	-7%	4%	7%	-14%	8%	i	-1%
O=C(C1CCN(S(=O)(=O)c2ccccc2)CC1)N(CCc1ccccc1)Cc1ccco1	12%	-6%	-18%	?	-6%	-18%	-19%	i	2%
O=C1CCC(=O)N1CCOP1(=O)COc2ccccc2OC1	-0.5%	7%	4%	-5%	8%	0%	-7%	?	-1%
Cc1cc(NC(=O)Cc2cccs2)no1	0.0%	5%	1%	-12%	3%	-1%	-5%	i	11%
O=C(Nc1cccc([N+](=O)[O-])c1)c1ccn[nH]1	22%	?	-3%	?	-3%	-17%	-3%	i	-7%
CCCCC(CC)CNC(=O)CN1C(=O)NC2(CCc3ccccc32)C1=O (centres undefined)	0.2%	-5%	1%	-11%	1%	8%	-12%	i	0%
CC(Oc1ccc2c3c(c(=O)oc2c1)CCC3)C(=O)NCCCn1ccnc1 (centres undefined)	-0.1%	2%	-5%	5%	7%	5%	1%	i	0%
COc1ccc(NC(=O)CCn2c(=S)[nH]c3ccccc3c2=O)cc1Cl	-0.9%	10%	0%	·	·	0%	·	i	·
COc1cc(C(=O)NCCNC(=O)c2cnccn2)cc(OC)c1OC	1.7%	4%	7%	-12%	-1%	?	1%	i	2%
CC(C)c1ccc(N2C(=O)CC(Sc3nc4ccccc4o3)C2=O)cc1 (centres undefined)	19%	-8%	-38%	18%	-33%	2%	3%	?	?
Cc1ccc(Cl)cc1N1C(=O)CC(Sc2ccccc2N)C1=O (centres undefined)	-0.7%	9%	0%	·	·	12%	·	i	·
CCOc1ccc(S(=O)(=O)N2CCC(c3ccncc3)CC2)cc1	0.4%	·	-18%	·	-8%	?	11%	i	·
COc1cccc(CNC(=O)Cc2ccc(NC(=O)N3CCCCc4ccccc43)cc2)c1OC	0.8%	·	-9%	-4%	9%	9%	5%	i	·
O=c1cc(-c2ccccc2Cl)oc2c(NS(=O)(=O)c3ccccc3OC(F)(F)F)ccc(O)c12	5.9%	-15%	-25%	?	?	?	?	?	?
COc1cccc(CC(=O)Nc2nccs2)c1	0.0%	2%	0%	·	-5%	-7%	11%	i	-7%
Cc1ccc(OCC(=O)Nc2sc3c(c2C#N)CCC3)cc1	2.2%	-6%	-23%	6%	51%[activator]	-3%	-4%	i	-4%
CCOC(=O)C1CCCN(C(=O)Cn2nc(CC)n3c(cc4occc43)c2=O)C1 (centres undefined)	0.2%	·	-17%	11%	-5%	?	7%	i	·
COc1ccc(Cl)cc1N(C(C)C(=O)NC1CCCC1)S(C)(=O)=O (centres undefined)	2.3%	4%	8%	1%	3%	6%	-5%	i	-2%
CC(=O)Nc1ccc(NC(=O)CN(c2ccc(C(C)C)cc2)S(=O)(=O)c2ccccc2)cc1	0.0%	-10%	-3%	-4%	·	-22%	-9%	i	2%
COc1cccc(/C=N/NC(=O)c2ccc(-c3ccccc3)cc2)c1O	0.2%	-1%	-33%	-1%	3.2µM*	?	1%	?	?
CCCCN1CC[C@H]2C=CC[C@@H](C(=O)NCc3ccc(OC)cc3)[C@H]2C1=O	-1.1%	1%	-7%&-6%	-9%	-2%	1%&-21%	4%	i	0%
Cc1cc(C(=O)NCc2ccco2)no1	-0.2%	7%	1%	18%	-5%	-1%	-7%	i	-1%
C/[N+]([O-])=C\C1C(=O)CCCC1=O	-0.2%	7%	-74%	1%	18%	-1%	-1%	i	-1%
CCS(=O)(=O)N1CCC(C(=O)Nc2cccc(C(C)=O)c2)CC1	-0.5%	3%	15%	4%	-4%	-50%	3%	i	-15%
COC(=O)C1C(C(C)C)N(c2ccccc2)OC1(C)O (centres undefined)	4.6%	8%	-8%	-2%	-3%	3%	-6%	i	?
CC1=C(C)CC(C(=O)NNC(=O)c2ccccc2O)C(C(=O)O)C1 (centres undefined)	-0.4%	-3%	-2%	·	14%	-3%	7%	i	10%
Cn1c(NN)nc2c1c(=O)n(Cc1ccccc1)c(=O)n2C	1.8%	-1%	-25%	-16%	1%	2%	-5%	i	2%
Cc1ccccc1CNc1ncnc2cc(Cl)ccc12	20%	-11%	-13%	?	-21%	6%	-1%	i	-16%

Looked up by structure from the list above:
SMILES	Nrf2 ARE act	EPAC2 antagonist	HepG2 viability	Nrf2 inh	ATXN2 expr inh	TGFb inhibitor	A549 tox	ATXN viability	MCF10A rereplic
CC(=O)Nc1ccc(NC(=O)CN(c2ccc(C(C)C)cc2)S(=O)(=O)c2ccccc2)cc1	0.0%	-10%	-3%	-4%	·	-22%	-9%	i	2%
Cc1cc(C(=O)NCc2ccco2)no1	-0.2%	7%	1%	18%	-5%	-1%	-7%	i	-1%
Cc1ccc(OCC(=O)Nc2sc3c(c2C#N)CCC3)cc1	2.2%	-6%	-23%	6%	51%[activator]	-3%	-4%	i	-4%
